S1P3 antagonist = antagonists of human S1P3 receptor | inhibition, % at 4.98 µM | CHO S1P3 NFAT-BLA reporter, FRET fluorescence, antagonist mode | Q99500 | 170,000 tested, 0.27% active | AID 485;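 active means inhibition above the plate cutoff, the mean inhibition of test wells on that plate plus 3 SD, cut at about 28% in these data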;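 further: cells challenged with S1P at its EC80 of 0.8 µM; blue over green emission ratio from cleaved BLA substrate after 4 h stimulation; 0% = S1P-stimulated wells and 100% = unstimulated DMSO-only wells; some compounds past the cut are filed as inactive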
SRC2 TRFRET art = flags TR-FRET format artefacts in PPARgamma SRC-2 recruitment agonist screen | TR-FRET artefact counter-screen; hits give high values | TR-FRET ratio at 8 µM | 200,000 tested, 0.4% active | AID 1049; in the data active means TR-FRET ratio above about 2000; further: inactives centre near 1500
PPARg SRC-3 ag = agonists of human PPARgamma SRC-3 coactivator recruitment; biochemical PPARgamma/SRC-3 coactivator recruitment assay; activation, % at 8 µM; 200,000 tested, 0.26% active; AID 731; in the data active means activation above about 23%;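 further: 0% = DMSO and 100% = reference agonist; some compounds past the cut are filed as inactive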
PPARg SRC2 recr = PPARgamma-driven SRC-2 recruitment agonism; AID 1032; PPARgamma LBD-SRC-2 recruitment, biochemical; activation, % at 8 µM; 200,000 tested, 0.34% active; in the data active means activation above about 22%;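 further: 0% = vehicle and 100% = reference agonist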
STAT1 blocker = reduces IFN-gamma driven STAT1 reporter signal; NIH 3T3 STAT1-luciferase reporter, luminescence; inhibition, % at 5.5 µM; 200,000 tested, 0.35% active; AID 920;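 active means inhibition above a set limit, the mean inhibition across all tested compounds plus 3 SD, cut at about 34% in these data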;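 further: 0% = IFN-gamma with DMSO and 100% = IFN-gamma with 300 µM nifuroxazide; values of inactives mirror those of a sister screen read the other way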
STAT3 blocker = inhibitors of IL-6 induced STAT3 signaling. U3A cells, IL-6 STAT3-luciferase reporter, luminescence; host cell line lacks STAT1. 190,000 tested, 0.89% active. inhibition, % at 5.5 µM;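 active means inhibition above the mean inhibition across all screened compounds plus 3 SD, cut at about 44% in these data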;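 further: 0% = DMSO only wells and 100% = 100 µM nifuroxazide control wells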
STAT3 act = STAT3 signaling activation; U3A cells, IL-6 STAT3-luciferase reporter, luminescence; 100% = signal with IL-6 EC80 alone; 190,000 tested, 0.91% active; activation (% of control), % at 5.6 µM;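 active means activation above the screen-wide mean of compound activation plus 3 SD, cut at about 130% in these data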;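 further: 0% = background luminescence of wells with medium and substrate only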
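Assay system – human STAT1-deficient U3A cells with stable STAT3-luciferase reporter · Also added – IL-6 (33 ng/mL) · Schedule – compound 1 h, then IL-6 6 h at 37 °C · Technique – reporter luminescence signal · Evaluation – % activation versus median of IL-6-stimulated wells · Benchmarks – IL-6-only wells as 100% reference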
ROMK primary = modulates human ROMK potassium channel activity; P48048; Tet-inducible ROMK, thallium flux fluorescence; actives lie on both sides; B-score at 10 µM; 130,000 tested, 2% active;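 active means signal ratio slope over the read window, or its plate-corrected B-score, at least 3 SD from the plate mean, either direction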;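 further: B-score of the F/F0 ratio slope over 7 to 12 s after thallium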
RAM inhibit = inhibitors of the yeast RAM network; S. cerevisiae dse1pr::URA3 reporter, 5-FOA growth OD615, 2 d; analog-sensitive cbk1-as2 kinase mutant strain; inhibition, % at 50 µM; 190,000 tested, 1.8% active; AID 868;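 active means inhibition above a set limit, 3 SD over mean compound inhibition, cut at about 8.4% in these data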;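 further: 0% = DMSO-only wells with no growth and 100% = 10 µM 1-NA-PP1 full growth; inhibition rescues growth on 5-FOA so higher OD means more RAM inhibition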
TLR4 MyD88 comp = TLR4-MyD88 interaction inhibition in cells; 200,000 tested, 0.18% active; AID 861; HeLa CL3-4 TLR4/MyD88 BLA complementation, FRET ratio; O00206+Q99836; inhibition, % at 8.4 µM; in the data active means inhibition above about 25%;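 further: 0% = vehicle and 100% = reference inhibitor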
Target sequence (O00206 whole entry, looked up): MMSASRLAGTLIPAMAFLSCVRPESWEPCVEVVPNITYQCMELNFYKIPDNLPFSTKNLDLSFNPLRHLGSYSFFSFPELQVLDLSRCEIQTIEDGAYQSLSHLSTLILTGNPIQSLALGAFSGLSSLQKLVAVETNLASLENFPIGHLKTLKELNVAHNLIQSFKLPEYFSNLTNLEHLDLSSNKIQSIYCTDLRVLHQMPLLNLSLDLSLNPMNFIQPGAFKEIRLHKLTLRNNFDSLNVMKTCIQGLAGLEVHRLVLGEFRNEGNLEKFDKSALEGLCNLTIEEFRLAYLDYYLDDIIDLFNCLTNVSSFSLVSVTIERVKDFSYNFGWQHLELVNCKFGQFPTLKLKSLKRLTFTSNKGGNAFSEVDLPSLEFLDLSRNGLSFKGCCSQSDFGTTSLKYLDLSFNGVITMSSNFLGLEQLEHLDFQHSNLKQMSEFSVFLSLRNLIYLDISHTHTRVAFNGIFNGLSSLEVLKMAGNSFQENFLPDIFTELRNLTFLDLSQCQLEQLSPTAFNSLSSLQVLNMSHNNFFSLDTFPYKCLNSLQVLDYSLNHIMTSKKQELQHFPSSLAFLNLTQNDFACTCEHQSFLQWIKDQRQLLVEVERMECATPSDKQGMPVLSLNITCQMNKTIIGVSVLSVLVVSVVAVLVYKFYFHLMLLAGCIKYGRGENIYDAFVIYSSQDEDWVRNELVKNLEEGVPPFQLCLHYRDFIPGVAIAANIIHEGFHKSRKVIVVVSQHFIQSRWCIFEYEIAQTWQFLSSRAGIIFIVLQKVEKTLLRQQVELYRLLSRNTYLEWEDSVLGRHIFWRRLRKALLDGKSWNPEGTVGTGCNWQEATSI
Target sequence (Q99836 whole entry, looked up): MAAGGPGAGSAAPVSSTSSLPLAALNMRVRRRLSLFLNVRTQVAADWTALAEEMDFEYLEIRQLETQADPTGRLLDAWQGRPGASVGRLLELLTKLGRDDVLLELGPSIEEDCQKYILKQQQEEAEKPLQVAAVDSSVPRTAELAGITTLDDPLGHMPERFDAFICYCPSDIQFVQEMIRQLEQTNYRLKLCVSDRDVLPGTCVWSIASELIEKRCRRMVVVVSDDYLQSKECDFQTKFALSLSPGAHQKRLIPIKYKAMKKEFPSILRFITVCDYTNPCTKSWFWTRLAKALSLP
PPARg SRC1 recr = agonists of human PPARgamma SRC-1 coactivator recruitment. P37231. PPARgamma-SRC-1 coactivator recruitment biochemical assay. activation, % at 8 µM. 200,000 tested, 0.41% active; in the data active means activation above about 19%;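 further: 0% = DMSO and 100% = reference agonist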
The depositor's hits bear a star; x = no result given.

Fields – S1P3 antagonist	SRC2 TRFRET art	PPARg SRC-3 ag	PPARg SRC2 recr	STAT1 blocker	STAT3 blocker	STAT3 act	ROMK primary	RAM inhibit	TLR4 MyD88 comp	PPARg SRC1 recr
> O=C(OCC(=O)N1CCN(C(=O)c2ccco2)CC1)c1ccccc1Cc1ccccc1
    -43	1615	-4	12	-15	6	98	-0.29	1.2	22	15
> NNC(=O)c1cc2ccccc2cc1O
    -7	1594	4	7	9	0	101	x	1.7	2	7
> COc1ccc(Cl)cc1NC(=S)N(CCCN1CCOCC1)Cc1cn(C)c2ccccc12
    2	1731	1	1	8	-6	102	-3.9*	3.1	-2	4
> COc1ccc(N2CCN(C(=O)CSc3ncnc4c3cnn4-c3ccccc3C)CC2)cc1
    4	1402	1	-1	3	5	98	x	4.5	-13	1
> CC1=CC(C)(C)NC(=S)N1c1ccc(C)cc1C
    7	1348	2	-4	2	9	94	-0.28	4.2	3	-1
> Cc1ccc(S(=O)(=O)/N=C/N(C)C)cc1
    -6	1431	-2	-4	-5	-14	116	-0.052	0.4	-3	0
> O=C(c1c(Cl)cccc1Cl)N1CCN(c2ccccn2)CC1
    26	1415	0	-4	-5	8	96	x	0.7	5	-3
> OCC1CCCN(Cc2ccc(-c3ccccc3)cc2)C1 (stereo not drawn)
    4	1551	0	-1	-3	4	100	x	1.9	4	1
> O=C(CN1C(=O)NC2(CCCc3ccccc32)C1=O)N1CCN(C(=O)c2ccco2)CC1 (stereo not drawn)
    -16	1568	-5	0	-3	0	104	0.97	-0.2	14	-2
> COc1ccc(/C=N\NC(=O)COc2ccccc2Cl)cc1Cn1nc(C)cc1C
    x	1715	2	12	3	14	92	x	3.6	-20	4
> CCCCc1nnc(NC(=O)CSc2nc(N)cc(=O)[nH]2)s1
    -12	1560	3	-3	5	5	99	1.7	2.9	0	6
> CC1(c2ccc3noc(-c4ccc(Cl)cc4)c3c2)OCCO1
    31	1465	1	4	3	5	101	x	2.3	-7	-1
> Cc1cc2ccc(C)c(C)c2nc1SCC#N
    -18	1537	2	-3	-1	18	87	-0.044	-0.1	5	-2
> COc1ccc(-c2[nH]ncc2CNCCc2ncccc2C)cc1F
    -5	1398	-1	-11	-4	1	101	-0.26	3.9	2	-7
> CN(c1ccccc1)S(=O)(=O)c1ccc(Cl)c(C(=O)Nc2ccc(N3CCOCC3)cc2)c1
    4	1726	4	1	6	12	97	-0.62	1.1	-20	1
> CCOC(=O)C1(Cc2ccccc2)CCN(Cc2cccc3c2OCO3)CC1
    -4	1632	-1	3	7	5	102	x	0.9	4	2
> COc1ccc(Cc2nnc3c4cnn(C)c4ncn23)cc1
    -2	1582	-15	2	-2	6	97	-0.28	1.1	-5	-5
> COc1ccc([C@H]2[C@H](C(=O)OC(C)(C)C)N3N=Cc4ccccc4C3C23C(=O)c2ccccc2C3=O)cc1OC (stereo partly drawn)
    2	1511	6	6	-1	-3	104	x	4.9	3	-9
> COc1cc(NC(=O)COC(=O)CNC(=O)c2ccc(C)cc2)c(C)cc1[N+](=O)[O-]
    -10	1419	-3	-5	-6	-2	101	x	0.9	9	-3
> Cc1ccc(S(=O)(=O)N2CCN(CC(=O)Nc3ccc4c(c3)CCC4)CC2)cc1C
    0	1408	2	7	-3	7	101	-0.021	3.0	-5	1
> CC(=O)c1ccc(OCc2cc(=O)n3ccsc3n2)cc1
    -6	1385	1	1	-8	3	96	0.29	0.4	-2	-4
> CNc1nc(C(=O)O)nc(N2CCOCC2)n1
    x	1569	4	13	3	10	94	1.7	0.2	8	4
> COc1ccccc1-c1cc(C(=O)NCc2ccc(Cl)cc2)no1
    22	1590	9	13	-8	27	79	0.0059	2.4	0	13
> Cc1ccc(NC(=O)/C=C/c2cccc(C(F)(F)F)c2)cc1
    6	1621	2	-2	-19	12	89	x	2.4	11	6
> CCC(NC(=O)OC(C)(C)C)C(=O)Oc1ccc2c3c(c(=O)oc2c1)CCC3 (stereo not drawn)
    -7	1618	4	8	-12	22	84	0.3	2.8	8	7
> O=C(OCCCN=C1NS(=O)(=O)c2ccccc21)c1ccc(F)cc1
    x	1450	3	0	7	-1	104	0.82	2.1	7	2
> Cc1ncc([N+](=O)[O-])n1CC(=O)NCc1ccccc1
    x	1687	1	12	2	0	109	x	4.2	-12	0
> CN(CC(=O)N1CCc2ccccc2C1)S(=O)(=O)c1ccc2c(c1)c(=O)n(C)c(=O)n2C
    -41	1589	0	4	-13	-6	105	x	3.6	4	3
> COc1ccc(OC)c(N2C(=O)C(Cl)=C(N3CCOCC3)C2=O)c1
    -68	1728	5	17	1	-2	106	x	0.4	-5	15
> O=C(Cc1ccc(Br)cc1)OCC(=O)c1ccc2c(c1)OCCO2
    x	1645	-3	-3	-13	8	97	x	6.7	-4	1
> CCC(=O)Oc1ccc(C(=O)Nc2ccc3c(c2)C(=O)N(C2CCCCC2)C3=O)cc1
    x	1719	7	10	2	2	99	-0.12	5.8	-7	2
> O=C1CCCN1c1cc(Cl)ccc1Cl
    -4	1433	0	2	9	4	100	x	1.9	4	-6
> Cc1noc(C)c1C(=O)NCc1ccccc1F
    -12	1359	1	3	2	4	100	-0.074	0.4	8	-6
> O=C(CCc1ccc(S(=O)(=O)NC2CCCCC2)cc1)NCc1ccc(Cl)cc1
    x	1304	-8	2	3	4	103	x	6.0	-8	-4
> CCN(CC)C(=O)c1ccc2c(c1)N(Cc1ccccc1)C(=O)CS2=O (stereo not drawn)
    -20	1592	3	4	-3	3	97	x	1.1	-12	-6
> O=C(OCN1C(=O)c2ccccc2C1=O)c1ccccc1
    x	1479	-8	-8	2	-3	103	-0.29	1.0	-5	-3
> Cc1ccc(CN(Cc2ccccc2)C(=S)Nc2ccccc2C)o1
    -5	1719	3	3	10	-1	108	1.4	5.4	-5	2
> O=C(Nc1cccc(F)c1)C1CCCN1S(=O)(=O)c1cccc2cccnc12 (stereo not drawn)
    -4	1511	-3	-7	6	-5	111	x	0.3	-7	-1
> CCc1ccc(C(=O)Nc2ccc(S(=O)(=O)Nc3nc(C)cc(C)n3)cc2)o1
    13	1473	3	2	8	4	100	x	0.1	-1	2
> COc1cc(C(=O)Nc2ccc(N(C)C)cc2)cc(OC)c1OC
    8	1620	13	-4	-36	-3	109	-0.84	0.7	9	8
> CC(Nc1cc(N2CCN(C(=O)C(C)(C)C)CC2)ccc1[N+](=O)[O-])c1ccccc1 (stereo not drawn)
    x	1433	-1	-4	13	17	95	x	3.1	16	-2
> COCC(C)n1c(C)cc(C(=O)CSc2cc(C)c3ccccc3n2)c1C (stereo not drawn)
    -5	1394	4	5	11	-1	102	2.4	7.4	0	11
> Cc1cc(NC(=O)CCC(=O)N(CC(=O)NC2CCCC2)Cc2ccco2)no1
    x	1371	-12	-3	3	-5	102	0.21	1.8	-22	3
> CCOC(=O)c1nc(-c2ccc(OC)c(OC)c2)cnc1C#N
    -16	1453	-2	7	-12	0	101	0.71	1.1	4	0
> CCN(CCn1cccn1)C(=O)c1cc(COc2c(F)cccc2F)on1
    4	1568	4	1	8	5	99	0.21	0.1	6	6
> COc1cc(CN2CCN(Cc3ccc(C)cc3)C(CCO)C2)cc(OC)c1O (stereo not drawn)
    -3	1660	0	0	1	5	100	-0.45	0.1	-10	8
> CCOc1[nH]n(-c2ccccc2)c(=O)c1C=NCc1cccnc1
    4	1764	-2	5	-4	17	91	-0.82	-0.6	-4	-1
> O=C(c1ccc(Cl)cc1)c1c[nH]c(C(=O)C(Cl)(Cl)Cl)c1
    x	1551	-3	6	-6	9	97	0.79	-0.3	-3	-7
> CC1Cc2ccccc2N1CC(=O)Nc1ccc2c(c1)OCO2 (stereo not drawn)
    x	1516	-5	1	2	0	99	-1	1.0	-2	5
> N#C/C(=C\c1ccc(OCc2ccccc2)cc1)C(N)=O
    -6	1535	-1	7	-30	-3	107	-1.2	0.4	-3	4
> CCOC(=O)CCCNC(=O)CCCNC(=O)C(c1ccccc1)c1ccccc1
    x	1624	3	2	2	1	105	x	0.7	4	1
> Cc1ccc(-n2c([O-])nc(-[n+]3ccccc3)c2C=O)cc1
    x	1221	2	3	4	-1	101	x	1.4	0	-3
> CCC1CCCN1Cn1cnc2c([nH]c3ccc(Cl)cc32)c1=O (stereo not drawn)
    -6	1600	4	4	-6	17	92	-1.2	1.5	-3	0
> C=CCC1CCCC(=O)N2CC[C@H](O)C12 (stereo partly drawn)
    -14	1660	0	2	3	1	97	-0.1	0.5	-14	10
> O=C(NCCCN1CCOCC1)C(C(=O)NCCCN1CCOCC1)c1ncc(C(F)(F)F)cc1Cl
    -13	1368	0	-10	6	14	95	2.1	0.4	-13	1
> Cc1ccc(CSC2=CS(=O)(=O)c3ccccc3N2)cc1
    x	1686	11	4	-1	13	92	x	1.5	-3	-1

Screening results (PubChem BioAssay)
